IDE cell activ: IDE (human) activation, cell-based; P14735; HEK cells, FAbeta-B cleavage, fluorescence polarization; 0% vehicle, 100% cell-free pure enzyme wells; activation, % at 5.96 µM; hit rate 0.073% among 340,000; AID 493087;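 active means activation above the mean of all tested compounds plus 3 SD, set per screening campaign, cut at about 17% in these data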
IDE cell inh: inhibitors of human insulin-degrading enzyme in cells | P14735 | HEK cells, FAbetaB cleavage, fluorescence polarization | inhibition, % at 5.59 µM | hit rate 0.41% among 320,000 | AID 434962;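 active means percent inhibition above the average of all tested compounds plus 3 SD, set per screening campaign, cut at about 16% in these data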;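 further: IDE supplied by intact live HEK cells; FP after avidin binding of uncleaved biotin substrate so inhibition keeps polarization high; 0% = DMSO wells and 100% = 60 µM reference IDE inhibitor Ii1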
PHOSPHO1 block: blocks human PHOSPHO1 phosphatase activity; hit rate 1.1% among 290,000; recombinant PHOSPHO1, absorbance phosphatase assay; inhibition, % at 13.3 µM; Q8TCT1; in the data active means inhibition above about 60%
Target sequence (Q8TCT1 whole entry, looked up): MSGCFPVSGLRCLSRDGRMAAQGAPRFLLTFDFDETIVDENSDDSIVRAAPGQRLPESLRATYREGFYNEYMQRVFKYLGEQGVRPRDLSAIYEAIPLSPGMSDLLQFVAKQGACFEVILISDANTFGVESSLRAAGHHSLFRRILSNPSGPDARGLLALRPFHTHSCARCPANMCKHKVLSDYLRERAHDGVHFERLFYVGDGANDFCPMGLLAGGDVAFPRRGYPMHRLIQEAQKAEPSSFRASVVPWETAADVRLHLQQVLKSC
GalR3 antagonist: human GalR3 antagonism | O60755 | hit rate 0.44% among 360,000 | inhibition, % at 3 µM | HEK293 GalR3-CNG cAMP membrane potential fluorescence; galR3 body fused to GalR1 C-terminus;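 active means inhibition above the screen-wide average plus 3 SD, cut at about 13% in these data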;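 further: forskolin and galanin both at EC90 stimulate the cells; cAMP rise reported by CNG channel membrane potential dye signal; 0% = forskolin plus galanin with DMSO and 100% = forskolin alone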
Target sequence (O60755 1-299 limits assumed): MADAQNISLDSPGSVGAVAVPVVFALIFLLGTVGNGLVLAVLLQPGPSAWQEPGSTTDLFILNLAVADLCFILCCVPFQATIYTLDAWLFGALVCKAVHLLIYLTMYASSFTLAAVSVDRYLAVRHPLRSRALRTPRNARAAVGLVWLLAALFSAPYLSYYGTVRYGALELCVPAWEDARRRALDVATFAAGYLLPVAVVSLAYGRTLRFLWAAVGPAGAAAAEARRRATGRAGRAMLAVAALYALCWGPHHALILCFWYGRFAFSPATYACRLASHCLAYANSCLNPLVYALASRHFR
CRFR2-BP ag: agonists of human CRF-binding protein/CRF-R2 receptor complex; activation, % at 13.2 µM; HEK293 CRF-R2/CRF-BP, calcium dye fluorescence (FLIPR); percent of saturating CRF peptide response; hit rate 0.46% among 350,000;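 active means activation of at least 50%, plus an integration ratio under a set limit after plate pattern correction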;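 further: plate controls were neutral control wells without compound for no effect and CRF at EC100 for full effect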
CHRM4 PAM: positive allosteric modulators of human muscarinic M4 receptor; CHO-K1 hM4/Gqi5, Fluo-8 calcium fluorescence, ACh EC20; 0% = ACh EC20, 100% = maximal ACh; hit rate 0.4% among 360,000; activation, % at 3 µM;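 active means activation above its plate's cutoff, the mean activation of sample wells plus 3 SD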; further: some results filed as inactive read as strong as hits
Target sequence (P08173 whole entry, looked up): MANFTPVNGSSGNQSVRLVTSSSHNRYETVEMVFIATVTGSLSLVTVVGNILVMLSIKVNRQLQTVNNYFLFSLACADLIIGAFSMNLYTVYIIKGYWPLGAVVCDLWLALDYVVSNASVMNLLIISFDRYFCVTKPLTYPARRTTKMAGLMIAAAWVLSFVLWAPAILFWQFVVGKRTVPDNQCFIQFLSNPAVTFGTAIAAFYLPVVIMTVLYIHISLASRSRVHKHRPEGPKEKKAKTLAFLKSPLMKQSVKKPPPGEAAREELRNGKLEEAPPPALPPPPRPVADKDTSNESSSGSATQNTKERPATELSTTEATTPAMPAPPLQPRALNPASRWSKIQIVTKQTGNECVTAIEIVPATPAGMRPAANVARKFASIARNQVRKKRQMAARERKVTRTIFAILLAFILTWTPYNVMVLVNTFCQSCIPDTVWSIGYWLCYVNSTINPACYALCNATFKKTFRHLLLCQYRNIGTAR
MEKK3 PB1 HTS: MEKK3-MEK5 PB1 interaction, increase or decrease; Q99759; bead-based flow cytometry, Alexa488-MEK5 binding to MEKK3; actives lie on both sides; 0 = blocked by unlabeled MEK5, 100 = vehicle; binding response (% of control), % at 10 µM; hit rate 1.4% among 290,000; AID 1529;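 active means binding response more than 3 SD above or below the average of its plate-row segment, actives on both sides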;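 further: Alexa488 bead fluorescence after subtracting the streptavidin-only scavenger bead signal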
CRFBP-R2 block: CRF-BP/CRF-R2 complex antagonism. inhibition, % at 11.8 µM. HEK293 CRF-R2/CRF-BP, CRF-induced calcium fluorescence. hit rate 0.59% among 350,000;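 active means inhibition of the ligand-induced calcium signal above about 50% at the single tested concentration, limit read from the data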
p-CIP stab down: lowers stability of the mouse p/CIP coactivator protein. Q05BA5. F442A p/CIP-EGFP cells, EGFP fluorescence, 16 h. decrease of EGFP signal, % at 10 µM. hit rate 0.01% among 290,000. AID 1984;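 active means EGFP signal decrease of at least 30% at 10 µM or well 3 SD below plate mean, unless failing retest; inactive means the rest, including hits failing retest or dose response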; further: some compounds called inactive have numbers as strong as hits; many of its hits are not listed in these tables
* marks the source's active call; other numbers are inactive results; . = not tested or not shown.

Results follow in this order: IDE cell activ	IDE cell inh	PHOSPHO1 block	GalR3 antagonist	CRFR2-BP ag	CHRM4 PAM	MEKK3 PB1 HTS	CRFBP-R2 block	p-CIP stab down
O=c1ccc2cc(S(=O)(=O)N3CCN(c4ccccc4F)CC3)ccc2[nH]1
 : -4	1	-21	.	-4.8	-3	99	-2	-7
CC(C)N(C(=O)COC(=O)CNS(=O)(=O)c1ccccc1F)c1ccccc1
 : 5	1	2	-5	-0.9	2	100	4	-14
Cc1ccc(S(=O)(=O)/N=C(/Nc2cccc3ccccc23)c2ccc(F)cc2)cc1
 : 5	-3	-9	-9	0.3	0	97	-3	3
COc1ccc(C(C)=O)c(Oc2cc(NN3CCCCC3)c([N+](=O)[O-])cc2[N+](=O)[O-])c1
 : 3	1	-24	-5	-1.9	15	102	-8	-5
CCOc1ccc(S(=O)(=O)NCCC(=O)N(C)CC(=O)Nc2ccc(OC)cc2)cc1
 : 3	5	23	0	-1.0	1	108	-10	-5
CCC1=Nc2cc(C(=O)NCCN3CCOCC3)ccc2Sc2ccc(Br)cc21
 : 4	3	32	2	-0.9	-2	101	-9	2
CC(C)Cn1c(S(=O)(=O)O)nc2ccccc21
 : 3	-2	4	2	-1.2	-2	105	17	-3
Cc1cc([N+](=O)[O-])ccc1NCc1cccc([N+](=O)[O-])c1
 : 2	-3	22	2	-1.2	-4	104	34	-3
C=CCOc1ccc(/C(O)=C2/C(=O)C(=O)N(CCCn3ccnc3)C2c2ccco2)cc1 (configuration not stated)
 : -1	1	37	-3	0.6	0	103	-1	-2
COCCNC(=S)N1CCN(C)CC1
 : -5	4	2	1	-0.4	5	84	-10	0
CC(=O)c1cc(C)ccc1OC(=O)c1cccc2nc(C)oc12
 : -2	0	7	-1	-1.7	4	99	5	-7
CC(C)(C)c1ccc(C(=O)OCc2c(-c3ccccc3)ncc3ccccc23)cc1
 : 1	-4	.	-3	6.3	3	.	-13	.
Cc1ccc(SCC(=O)NC2CCCCCC2)cc1
 : 3	2	23	-1	-11	-10	101	36	-8
CCOC(=O)n1c(=O)n(Cc2ccccc2Cl)c2ccccc21
 : 3	5	12	-1	-0.5	-1	101	-7	-18
Cc1ccc2nc(N3CCN(C)CC3)c(C=O)c(=O)n2c1
 : 2	8	18	-8	3.2	-3	98	-13	-16
Cn1c(=O)c2ccccc2n(CC(=O)Nc2ccc3c(c2)OCCO3)c1=O
 : 6	-5	28	-11	-0.3	-3	103	11	-4
Cc1ccc(-c2csc3nnc(SCC(=O)N4CCN(Cc5ccccc5)CC4)n23)cc1
 : 2	4	74*	-1	-5.5	3	96	66*	-13
O=C(NC1CCOC1=O)c1ccccc1 (configuration not stated)
 : -7	.	.	-5	-2.4	-9	.	-4	.
CC(C)CNc1nc2c(c(=O)n(C)c(=O)n2C)n1Cc1cccc(Br)c1
 : 0	1	-11	-4	-6.2	1	109	-12	-6
Cc1ccc(-c2nc3ncccc3o2)cc1NC(=O)CC(C)C
 : 3	4	-3	-4	-0.1	0	93	-12	-28
CCN(CC(=O)Nc1c(F)cccc1F)C(=O)CCNS(=O)(=O)c1ccc(C)c(C)c1
 : 2	-4	.	-2	0.5	5	.	-10	.
Cc1[nH]c2ccccc2c1C(=O)CSc1ncn[nH]1
 : 1	2	19	-2	-1.6	2	111	-22	-11
COc1ccc(C2CC(=O)c3cc(OC)c(OC)cc32)cc1OC (configuration not stated)
 : .	-5	27	-3	0.6	0	113	-8	-16
CCCCCCCCCSc1n[nH]c(N)n1
 : 5	-1	16	-2	-0.8	9	100	69*	-7
Nc1nc(CSc2ccccn2)nc(Nc2ccccc2)n1
 : 6	3	36	0	0.2	1	101	5	0
CCOc1ccc(NC2=C(Cl)C(=O)N(C3CCCCC3)C2=O)cc1
 : 3	2	0	-1	-3.9	3	105	-56	-4
O=C(Nc1cccc(C(=O)N2CCCCC2)c1)C1CCC1
 : -3	.	.	0	-1.5	5	.	-7	.
COc1cc(NC(=O)Nc2ccccc2OC)c(OC)cc1NC(=O)CN1CCCCC1
 : 1	-1	-16	2	-4.6	-5	102	19	-11
C[C@H]1[C@H](NC(=O)C(=NOC(C)(C)C(=O)O)c2csc(N)n2)C(=O)N1S(=O)(=O)O
 : 5	0	.	-3	-0.4	-7	.	-17	.
O=C(O)C1CC(=O)N(Cc2cccnc2)C1 (configuration not stated)
 : 0	-1	-11	-3	-1.4	-9	99	1	0
O=C(NC1CC1)c1nc2c(nnn2Cc2ccccc2Cl)c(=O)[nH]1
 : 1	3	-7	2	-1.8	5	78	13	-3
CC(=O)Nc1ccc(S(=O)(=O)Nc2cccc(-c3csc(C)n3)c2)cc1
 : -6	-7	52	-6	2.5	-15	100	-22	-12
Cc1nnc(NC(=O)CSc2nnc(C)n2Cc2ccccc2)s1
 : 4	2	-1	0	-1.4	13	107	4	10
CCCSC1=N/C(=C\c2ccc3c(c2)OCO3)C(=O)S1
 : 1	-2	8	-5	-0.5	4	108	15	-6
O=C(CN1CCC(n2nnc3cc(C(F)(F)F)ccc32)CC1)NCc1cccs1
 : -1	1	-3	-1	-1.1	-7	.	19	-11
CCc1nc(N2CCN(C(=S)NCCCOC)CC2)c2c3c(sc2n1)CCCC3
 : 1	5	24	-9	1.8	0	105	1	-3
C/C(=N\NC(=S)NCCc1ccccc1)c1ccc(Cl)cc1
 : 1	-4	-3	2	-1.7	1	104	-34	-13
O=C(CNC(=O)c1ccco1)Nc1ccncc1
 : 3	-1	.	-3	0.1	3	.	7	.
COc1ccc(NC(=O)CSc2nncs2)cc1S(=O)(=O)N1CCCCC1
 : 3	2	.	-8	-1.2	0	.	-4	.
CCn1ncc(C2=NOC(C(=O)N3CCC(C(N)=O)CC3)C2)c1C (configuration not stated)
 : 2	0	18	-7	-1.0	11	105	9	2
COc1ccc(NC(C)=O)cc1S(=O)(=O)N1CCN(C(=O)c2ccccc2F)CC1
 : -1	9	48	2	2.2	-2	126	19	-2
CCC(Sc1ccccn1)C(=O)Nc1cccc([N+](=O)[O-])c1 (configuration not stated)
 : 9	4	2	-5	-0.3	1	104	-17	-2
Cc1ccc(NC(=O)COC(=O)c2cc(Cl)ccc2[N+](=O)[O-])cc1
 : 1	-13	-2	-6	-5.0	-1	95	-9	3
CCCNC(=O)C1CCN(S(=O)(=O)c2ccc3c(c2)OCCO3)CC1
 : -2	2	.	-2	2.5	13	.	-14	.
O=C(Nc1ccc(N2CCOCC2)cc1)c1cccc(S(=O)(=O)N2CCCCCC2)c1
 : -1	7	20	-8	2.9	-3	87	4	4
C=C1CCN(C(C)C(=O)O)S(=O)(=O)c2ccccc21 (configuration not stated)
 : 4	-1	22	-3	4.4	6	92	7	-4
O=C(c1ccc(Cl)c(F)c1F)N1CCCC1
 : 7	-4	-10	-7	-2.0	6	99	4	-3
Cc1cc(NC(=O)Cn2nc(C(F)(F)F)c3c2CCCC3)no1
 : 2	-1	-21	-1	-1.8	5	102	-8	-7
C=CCSC1=C(C#N)C(c2ccc(OCC)cc2)CC(=O)N1 (configuration not stated)
 : -8	3	1	-2	-7.6	0	113	-3	4
Cc1ccc(S(=O)(=O)N2CCCN(C(=O)CNC(=O)c3ccccc3)CC2)cc1
 : -1	.	.	-1	-1.9	-1	.	-4	.
CCNC(=O)CN(C1CCCCC1)S(=O)(=O)c1ccc(F)cc1
 : 4	4	-4	-5	-1.1	-6	101	46	-7
O=C(CSc1nccc(-c2cccs2)n1)Nc1cccc(Cl)c1
 : .	6	19	-5	0.1	-6	103	5	-49
O=C(N[C@@H]1C/C=C\C[C@H](CC(=O)N(CCO)Cc2ccccc2)C(=O)NC[C@@H](c2ccccc2)OC1=O)OCC1c2ccccc2-c2ccccc21
 : -4	2	.	-6	0.1	5	.	-2	.
CCOc1ccc(Cn2c3ccc(OC)cc3c3nc4ccccc4nc32)cc1
 : 6	6	-18	-5	28	7	97	-22	4
O=C1CS(=O)(=O)N(Cc2ccc(F)cc2)c2ccccc21
 : -5	.	.	-5	0.3	-1	.	-1	.
Cc1ccc(-c2nc3c(c(SCC(=O)N4CCOCC4)n2)COC(C)(C)C3)cc1
 : 7	-2	10	-5	1.7	2	97	-2	7
Cc1ccc(-c2[nH]c(-c3ccccc3)nc2SCC(=O)NCC2CCCO2)cc1 (configuration not stated)
 : 1	2	14	.	-0.5	-3	105	-6	-24
N#Cc1ncc(-c2ccc3c(c2)OCCOCCOCCOCCO3)nc1C#N
 : -1	-8	-8	0	-0.7	-9	105	10	-31
O=C1NC2=C(C(=O)c3ccccc32)C(c2ccccc2)N1 (configuration not stated)
 : 0	-2	35	-5	-2.1	-1	110	-17	-1
COc1ccc(C(=O)Nc2ccc3c(c2)OCO3)cc1OC
 : 1	0	-16	-3	-0.3	0	98	20	0

The list continues:
Results follow in this order: IDE cell activ	IDE cell inh	PHOSPHO1 block	GalR3 antagonist	CRFR2-BP ag	CHRM4 PAM	MEKK3 PB1 HTS	CRFBP-R2 block	p-CIP stab down
Cn1c(SCC(=O)c2cc3ccccc3o2)nnc1-c1ccccc1
 : -4	1	42	0	-0.1	-2	100	9	0
O=C1CSCC(=O)N1c1ccccc1
 : 3	2	-36	2	1.9	9	100	-10	1
COc1ccc(-c2c(-c3cc(OC)cc(OC)c3)n(C)c3ccc(-c4ccc(SC)cc4)cc23)cc1
 : 5	-1	.	-6	1.0	-3	.	2	.
COc1cc(NC(=O)CN2C(=O)COc3ccccc32)cc(OC)c1
 : -3	.	.	-10	-0.3	4	.	3	.
CCC1Oc2ccccc2N(CC(=O)NCc2cccs2)C1=O (configuration not stated)
 : 8	-1	-4	-2	-0.2	9	104	9	2
CN=C(NC1CCCCC1)c1ccc(Cl)cc1
 : -1	1	-1	-1	1.6	-1	105	-6	-5
CSc1nc(N)nc(SCC(=O)CC(=O)OC(C)C)c1C#N
 : 3	13	21	-4	1.9	17	100	1	-8
O=C(NCCOc1ccc(F)cc1)C1CCC(=O)N(CCN2CCOCC2)C1 (configuration not stated)
 : 0	6	35	-1	-0.6	5	101	-3	-7
COc1ccc(-c2nnc(SCC(=O)Oc3ccc(C)cc3)o2)cc1
 : 7	4	21	-5	1.6	5	96	33	10
C/C(=N\N1CCN(c2ccc(Cl)cc2)CC1)c1cccs1
 : 2	-1	-3	-4	-0.1	2	102	8	6
CCOC(=O)c1sc(=S)n(-c2cc(OC)ccc2OC)c1N
 : -3	-2	45	-1	-1.3	3	99	-2	-20
CCn1c(COc2ccccc2)nnc1SCC(=O)Nc1ccc(N2CCOCC2)cc1
 : 1	2	32	-9	-1.4	4	103	20	-2
Cc1cccc(Cn2cnc3c(sc4nc(C)cc(C)c43)c2=O)c1
 : 2	2	-17	-8	1.1	1	95	10	-13
COc1ccc(NC(=O)CNC(=O)c2cccs2)cc1Cl
 : 10	0	8	-4	-6.4	-2	104	21	-5

Shown as comma-separated lines: 3 of the compounds above
Structure,IDE cell activ,IDE cell inh,PHOSPHO1 block,GalR3 antagonist,CRFR2-BP ag,CHRM4 PAM,MEKK3 PB1 HTS,CRFBP-R2 block,p-CIP stab down
COc1ccc(NC(=O)CNC(=O)c2cccs2)cc1Cl,10,0,8,-4,-6.4,-2,104,21,-5
O=C1CSCC(=O)N1c1ccccc1,3,2,-36,2,1.9,9,100,-10,1
Cn1c(SCC(=O)c2cc3ccccc3o2)nnc1-c1ccccc1,-4,1,42,0,-0.1,-2,100,9,0

Assay outcomes (PubChem BioAssay)
